Compound activity from PubChem BioAssay.
MEX-5 binding: MEX-5 zinc finger RNA-binding disruptors – biochemical, C. elegans, fluorescence polarization, MLPCN library, primary screen; Zinc finger protein mex-5 (Caenorhabditis elegans), Q9XUB2; MEX-5/FITC-TCR2 RNA binding; stronger effect = lower value; activity score (negative = inhibition of binding), % at 10 µM; actives 0.38% (n = 300,000);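 active means inhibition past about -25% in most replicates, and total fluorescence under double the plate's negative control median, limit read from the data; inconclusive means replicates evenly split on the limit, or fluorescence at least double controls; inactive means too little inhibition in most replicates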;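 further: 0% = DMSO and -100% = 5 µM competing unlabeled TCR2 RNA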
Target sequence (Q9XUB2 whole entry, looked up): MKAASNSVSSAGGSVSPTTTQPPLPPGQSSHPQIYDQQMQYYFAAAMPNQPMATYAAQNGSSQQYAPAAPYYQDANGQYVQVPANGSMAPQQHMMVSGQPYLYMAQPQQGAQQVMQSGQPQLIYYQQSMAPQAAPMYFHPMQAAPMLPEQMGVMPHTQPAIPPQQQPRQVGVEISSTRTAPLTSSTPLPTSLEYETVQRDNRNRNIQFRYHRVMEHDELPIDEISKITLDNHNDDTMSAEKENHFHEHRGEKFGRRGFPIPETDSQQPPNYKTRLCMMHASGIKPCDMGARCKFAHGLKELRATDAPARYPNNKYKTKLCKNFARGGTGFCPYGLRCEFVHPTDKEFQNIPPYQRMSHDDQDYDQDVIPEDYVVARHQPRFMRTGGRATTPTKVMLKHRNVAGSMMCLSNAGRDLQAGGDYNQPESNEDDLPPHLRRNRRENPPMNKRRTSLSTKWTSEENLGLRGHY
CIT2 TOR yeast: modulators of CIT2-GFP expression in yeast, primary screen, S. cerevisiae, GFP fusion, multiplex flow cytometry, MLPCN library; S. cerevisiae CIT2-GFP strain, 3 h; 100 means same as DMSO wells; GFP response vs DMSO, % at 10 µM; actives 0.065% (n = 320,000);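 active means GFP response relative to DMSO above a set limit, near the screen mean plus 3 SD, cut at about 150% in these data; inconclusive means Fewer than 70 cells measured for a yeast strain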;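 further: ratio of well median GFP fluorescence to mean of DMSO wells on the plate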
GRK2 aptamer HTS: compounds blocking aptamer binding on GRK2 – biochemical, human GRK2, bead flow cytometry, HTS, primary screen; FAM-aptamer displacement from GRK2; inhibition of aptamer binding, % at 10 µM; actives 0.59% (n = 330,000); AID 488847, 2010;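 active means inhibition of aptamer binding above 40%, roughly 3 SD of noise, on plates passing a quality check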;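 further: median bead fluorescence of bound FAM aptamer so fluorescent compounds give negative values; no value below 0 was filed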
MCL1 BIM primary: inhibitors of MCL1 binding to BIM-BH3, primary screen, biochemical, fluorescence polarization. Induced myeloid leukemia cell differentiation protein Mcl-1 (Homo sapiens), Q07820. GST-MCL1 / FITC-Bim-BH3 fluorescence polarization. inhibition, % at 10.9 µM. actives 0.68% (n = 320,000). AID 2057, 2009;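 active means inhibition above the mean inhibition of all tested compounds plus 3 SD, set per campaign, cut at about 40% in these data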;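 further: 0% = DMSO wells and 100% = unlabeled Bim-BH3 peptide control; higher means more loss of mP so more displacement of Bim peptide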
Target sequence (Q07820 whole entry, looked up): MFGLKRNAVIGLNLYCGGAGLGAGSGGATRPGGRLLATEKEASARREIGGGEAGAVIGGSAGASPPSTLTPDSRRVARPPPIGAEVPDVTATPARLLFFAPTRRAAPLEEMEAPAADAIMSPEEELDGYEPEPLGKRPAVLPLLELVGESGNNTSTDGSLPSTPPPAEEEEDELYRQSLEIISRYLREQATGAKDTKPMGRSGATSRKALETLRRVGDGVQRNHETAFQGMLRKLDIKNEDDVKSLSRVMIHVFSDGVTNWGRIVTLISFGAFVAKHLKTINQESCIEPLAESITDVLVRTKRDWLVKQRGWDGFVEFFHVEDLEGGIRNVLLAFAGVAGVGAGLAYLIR
Bcl-xL primary: inhibitors of human Bcl-xL, primary screen, biochemical, fluorescence polarization, HTS | inhibition, % at 10.9 µM | Bcl-2-like protein 1 (Homo sapiens), Q07817 | GST-Bcl-xL / FITC-Bim BH3 peptide fluorescence polarization | actives 0.7% (n = 320,000) | AID 2129, 2009;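 active means inhibition above the mean of all tested compounds plus 3 SD, cutoff set per campaign, cut at about 30% in these data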;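 further: 0% = DMSO wells and 100% = unlabeled Bim-BH3 peptide competitor; inhibitors lower millipolarization by displacing the labeled peptide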
Target sequence (Q07817 whole entry, looked up): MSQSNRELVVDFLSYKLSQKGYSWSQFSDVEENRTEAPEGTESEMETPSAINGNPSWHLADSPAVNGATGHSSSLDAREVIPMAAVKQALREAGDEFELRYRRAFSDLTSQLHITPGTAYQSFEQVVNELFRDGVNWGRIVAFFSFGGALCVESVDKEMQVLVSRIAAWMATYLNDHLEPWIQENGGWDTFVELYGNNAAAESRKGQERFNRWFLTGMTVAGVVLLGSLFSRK
VLA-4 inh: inhibition in human VLA-4 binding assay, primary screen, VLA-4 allosteric modulator project, MLPCN library, flow cytometry, VLA-4 expressing cells. Integrin alpha-4 (Homo sapiens), P13612. ligand binding flow cytometry. inhibition, % (about 7 µM as worked out from the volumes in the protocol). actives 0.2% (n = 330,000). AID 2557, 2010; in the data active means inhibition above about 50%
AGP1 TOR yeast: modulators of AGP1-GFP expression in yeast TOR pathway, primary screen, cell-based, multiplex flow cytometry, S. cerevisiae, MLPCN library | 3 h; GFP as percent of DMSO wells | GFP response vs DMSO, % at 10 µM | actives 0.02% (n = 320,000) | AID 2066, 2009;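 active means GFP response relative to DMSO above a set limit, near screen average plus 3 SD, cut at about 150% in these data; inconclusive means fewer than 70 cells counted for the yeast strain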;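 further: median GFP channel fluorescence of the gated AGP1 strain per well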
Fam108B inh: mouse Fam108B serine hydrolase inhibitors, primary screen, counter-screen for RBBP9 inhibitor project, biochemical, fluorescence polarization. recombinant Fam108B, FP-Rh probe fluorescence polarization. inhibition, % at 9.51 µM. actives 0.33% (n = 300,000);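 active means inhibition above the screen mean inhibition plus 3 SD, computed separately per campaign, cut at about 18% in these data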;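 further: inhibitors lower polarization as less probe binds the enzyme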
GLD-1 TGE inh: GLD-1/TGE RNA complex disruptors, primary screen, biochemical, fluorescence polarization; Female germline-specific tumor suppressor gld-1 (Caenorhabditis elegans), Q17339; purified GLD-1 + fluorescein TGE RNA; inhibition, % at 5.96 µM; actives 0.44% (n = 320,000); AID 2280, 2010;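 active means percent inhibition above a per-plate cutoff, the plate mean of test compounds plus 3 SD, cut at about 30% in these data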;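 further: 0% = DMSO wells with GLD-1 and probe and 100% = wells lacking GLD-1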
Starred values were filed as active, the others as inactive; ? = inconclusive; / = not tested or not shown. Not a hit list, and some 2.2% of all compounds hit somewhere here.

SMILES	MEX-5 binding	CIT2 TOR yeast	GRK2 aptamer HTS	MCL1 BIM primary	Bcl-xL primary	VLA-4 inh	AGP1 TOR yeast	Fam108B inh	GLD-1 TGE inh
CCOC(=O)c1c(C)[nH]c(C(=O)OCC(=O)NC(C)(C)C)c1C	2.0	96	2	0	1	-5	107	-1	-2
NC(=O)C1CCN(C(=O)c2ccc(NC3=NC4CS(=O)(=O)CC4S3)cc2)CC1 (centres undefined)	-0.4	106	4	10	5	-21	93	-5	5
O=C(NCc1ccccc1Cl)C1CCC(CNc2nc(=S)[nH]c3ccccc23)CC1 (centres undefined)	-1.8	106	2	1	10	3	99	-11	2
NC(=O)c1oc2ccccc2c1NC(=O)Cc1ccccc1	-2.7	101	1	7	2	24	93	4	0
O=C1CCCN1CCCNCC(=O)N1c2ccccc2Sc2ccccc21	-1.7	94	7	-3	0	19	101	2	-3
O=c1c2c3c(sc2ncn1/N=C/c1ccc(Br)o1)CCCC3	1.0	91	0	-3	-1	10	92	2	2
O=C(c1cccs1)N1CCN=C1SCc1ccc(Cl)cc1	/	104	0	7	6	-8	100	2	8
CCn1[nH]c(=O)c(=Nc2c(C)n(C)n(-c3ccccc3)c2=O)cc1-c1ccc(Cl)cc1	-0.6	103	0	3	-1	-1	105	3	3
CN(C(=O)COC(=O)/C=C/c1ccccc1[N+](=O)[O-])c1ccccc1	-0.4	93	0	-1	3	-4	92	3	11
COc1ccc(CC(=O)NNC(=O)COc2ccc3ccccc3c2)cc1	-1.5	94	0	5	6	9	95	-4	-1
CN(Cc1ccccc1)S(=O)(=O)c1cn(C)cn1	-0.4	97	0	-2	3	0	105	3	-3
Clc1ccc(Nc2ccc(NCc3ccccc3)nn2)cc1	0.5	99	0	-7	1	17	99	7	5
CCn1c(SCc2nc3scc(-c4ccccc4)c3c(=O)[nH]2)nnc1-c1cccs1	10	100	3	-6	-4	-21	100	2	-4
COc1ccc(NS(=O)(=O)c2ccc(C(=O)Nc3c(C)n(C)n(-c4ccccc4)c3=O)cc2)cc1	/	101	3	/	/	-3	99	/	4
Cc1ccc(C(=O)OCC(=O)N2CCOCC2)cc1	0.5	107	0	6	1	8	103	1	9
COC(=O)c1ccc(C(=O)N2CCCC(CNC(=O)c3ccc(F)cc3)C2)cc1 (centres undefined)	2.1	106	3	-3	-1	-2	109	0	7
CCCOc1ccc(/C(O)=C2/C(=O)C(=O)N(CCCn3ccnc3)C2c2cccs2)cc1 (centres undefined)	4.0	96	3	4	1	9	99	-5	3
Cc1ccc(NC(=O)COC(=O)Cc2csc(-c3cccc(F)c3)n2)cc1C	0.0	107	1	-4	-1	15	106	-8	0
COc1ccccc1OCCC(=O)OCC(=O)Nc1ccc2c(c1)OCCO2	/	101	1	/	/	9	95	/	-2
O=C(NCc1ccncc1)c1ccc(NS(=O)(=O)c2cccc([N+](=O)[O-])c2)cc1	-1.8	96	2	1	4	0	104	-2	-1
CCN(C(=O)C1CCCN(c2nc(-c3ccc(OC)cc3)no2)C1)c1ccccc1F (centres undefined)	-2.0	100	2	-1	2	39	103	-4	4
CC1(C)CC(=O)C2=C(C1)OC1=C(C(=O)CC(C)(C)C1)C2c1ccc(O)c([N+](=O)[O-])c1	1.0	107	5	9	1	-8	102	-2	2
COc1ccc(C(=O)N2CCN(Cc3ccc4c(c3)OCO4)CC2)cc1[N+](=O)[O-]	-1.5	88	1	-6	2	23	91	-4	-6
COc1cc(/C=N/NC(=O)c2cccnc2)ccc1OC(=O)c1ccco1	0.2	110	10	6	3	6	104	-2	-4
Cc1ccc(-c2csc(-c3cc(C)on3)n2)cc1	1.6	90	1	12	5	1	98	2	8
(listing goes on)
SMILES	MEX-5 binding	CIT2 TOR yeast	GRK2 aptamer HTS	MCL1 BIM primary	Bcl-xL primary	VLA-4 inh	AGP1 TOR yeast	Fam108B inh	GLD-1 TGE inh
NC(=O)CC[C@@H]1NC(=O)[C@@H]2CCCN2C(=O)c2cc([N+](=O)[O-])cc(I)c2NCCCC[C@@H](C(=O)NC(CC(=O)O)C(N)=O)NC1=O (some centres undefined)	4.1	99	2	-8	3	24	97	-3	11
COCCN1CN(S(=O)(=O)c2cccc(Cl)c2)c2nc3ccccc3nc21	-4.7	99	0	12	20	5	103	2	18
CN1CCN(c2ccc(-c3ccnn3C(=O)Nc3cccc(C(F)(F)F)c3)cc2)CC1	1.2	102	0	10	2	5	99	-5	2
O=c1c2ccsc2ncn1Cc1ccc(Cl)cc1	0.9	101	0	4	2	-1	102	1	7
O=C(CCc1nc(-c2ccccc2)no1)N1CCCC1	0.8	98	0	14	3	12	97	3	12
Cn1c(=O)n(C/C=C/c2ccccc2)c(=O)c2c1nc1n2CCCN1Cc1ccccc1	2.9	100	6	1	2	-5	96	0	0
Cc1ccc(C(=O)CSC2=C(C#N)C(c3ccco3)C3=C(CCCC3=O)N2)cc1 (centres undefined)	0.0	94	2	4	8	-15	96	-2	0
COc1ccccc1NC(=O)/C=C1\SCC(=O)N1C	1.2	96	0	-2	-1	23	98	0	10
COc1cccc(NC(=O)Nc2nnc(Cc3ccccc3)s2)c1	1.5	100	3	1	2	4	98	-5	-3
COc1ccc(CCNC(=O)C2CC3Cn4c(nc5cc6ccccc6cc54)C3N2C)cc1 (centres undefined)	0.5	102	2	3	5	2	98	4	-4
O=C(NCC(c1ccco1)N1CCOCC1)c1cccc(Cl)c1 (centres undefined)	1.3	97	1	4	-4	6	96	-1	-5
CCCOc1ccc(-c2c(C(=O)N/N=C/C3CCCCC3)nnn2-c2nonc2N)cc1	-1.8	?	0	9	9	8	?	0	-2
O=C(COc1ccc(Br)cc1Cl)NC(=S)N1CCc2ccccc21	-3.8	103	4	3	6	10	98	2	0
CC(C)(C)N(Cc1ccccc1)C(=O)c1ccc(Br)o1	-2.1	90	3	1	0	12	94	5	-1
COc1ccc(NS(=O)(=O)c2cccs2)c(OC)c1	3.4	104	2	11	3	3	102	2	0
COc1ccccc1N(C)S(=O)(=O)c1ccc(C(=O)NC2=NCCS2)cc1	-0.2	94	0	-3	-3	-9	93	1	-1
COc1ccc(Br)cc1CN(C)C(C)C(=O)Nc1cc([N+](=O)[O-])ccc1OC (centres undefined)	-0.6	108	3	-8	0	4	104	-2	3
Nn1c(SCc2nc3ccccn3c2Br)nnc1-c1cccnc1	-4.7	111	0	-1	8	0	102	0	7
Cc1[nH]c2c(Cl)cccc2c(=O)c1CN1CCCC1	1.5	98	0	4	10	3	101	-4	-6
CC(C)(C)NC(=O)CSc1nc2ccc(NC(=O)CSc3nnc(N)s3)cc2s1	3.1	91	2	-18	-8	-19	98	-1	-1
O=C(C1CCCN(S(=O)(=O)c2ccc(Br)cc2)C1)N1CCOCC1 (centres undefined)	3.3	99	0	3	1	6	102	1	2
COC(=O)C1=C(C)N(C)C(=O)NC1c1ccc(O)c(Cl)c1 (centres undefined)	0.9	102	0	-3	1	-9	107	4	8
COc1ccc(CCC(=O)N2CCN(S(=O)(=O)c3ccc(C)cc3)CC2)cc1	/	97	4	-8	-5	6	91	/	5
CCN(CC)CCNC(=O)c1ccc(NC(=O)c2c(F)cccc2Cl)cc1	-0.3	102	0	-9	0	34	101	-3	1
Cc1ccc(Cn2cc(SCC(N)=O)c3ccccc32)cc1	-0.2	101	0	2	1	-4	104	1	6

Single records (already shown). Values in the order: MEX-5 binding	CIT2 TOR yeast	GRK2 aptamer HTS	MCL1 BIM primary	Bcl-xL primary	VLA-4 inh	AGP1 TOR yeast	Fam108B inh	GLD-1 TGE inh
Results for CN(Cc1ccccc1)S(=O)(=O)c1cn(C)cn1 → -0.4	97	0	-2	3	0	105	3	-3
Results for NC(=O)C1CCN(C(=O)c2ccc(NC3=NC4CS(=O)(=O)CC4S3)cc2)CC1 (centres undefined) → -0.4	106	4	10	5	-21	93	-5	5

(next part)
SMILES	MEX-5 binding	CIT2 TOR yeast	GRK2 aptamer HTS	MCL1 BIM primary	Bcl-xL primary	VLA-4 inh	AGP1 TOR yeast	Fam108B inh	GLD-1 TGE inh
CNC(=O)OCCSCCS(=O)(=O)c1ccc(Cl)cc1	-0.1	92	2	-1	-2	12	100	-3	1
CN(C)C(=O)N1CCCC(C(=O)NCc2ccccc2)C1 (centres undefined)	3.6	105	3	4	3	13	112	0	-1
O=C(CCC(=O)N1CCN(S(=O)(=O)c2ccccc2)CC1)c1ccc(Br)cc1	/	105	0	/	/	-22	97	/	1
CCS(=O)(=O)N1CCN(C(=O)c2ccc(-c3ccccc3)cc2)CC1	0.9	112	3	2	6	-12	105	1	-5
Cc1ccc(CNC(=O)[C@@H](NC(=O)C2CCN(C(=O)[C@@H]3CCCN3)CC2)C(C)C)cc1	2.2	100	0	2	2	-8	103	1	2
COc1ccc(S(=O)(=O)NCc2ccc(C(=O)N3CCN(c4ccccn4)CC3)cc2)cc1	-4.0	90	0	5	4	2	106	-4	-3
COc1ccc(OC)c(CN2CCCCCC2)c1	-1.9	109	0	8	0	14	107	-2	8
CCn1c(CCC(=O)Nc2ccccc2F)nnc1SCC(=O)Nc1ccc(OC)cc1	-1.4	100	2	7	5	11	108	3	-3
COc1ccc(OC)c(-c2cc(C(=O)Nc3sc4c(c3C#N)CCC(C)C4)c3ccccc3n2)c1 (centres undefined)	-2.6	97	0	-2	3	-8	108	-5	0
COc1ccccc1N1CCN(C(=O)c2cc3ccccc3[nH]2)CC1	1.1	114	0	-14	4	0	101	-5	0
Cc1cccc(NC(=O)CNC(=O)CSc2ncccn2)c1C	/	105	3	/	/	-3	97	/	4
CN(CC(=O)Nc1ccc(F)c(F)c1F)c1ncnc2sccc12	0.1	88	0	1	-2	3	99	-3	3
CN(C(=O)COC(=O)c1ccc2c(=O)n3c(nc2c1)CCC3)c1ccccc1	2.5	100	0	-6	1	1	111	-2	10
O=C1CSc2ccc(S(=O)(=O)N3CCN(c4ccccc4F)CC3)cc2N1	-0.9	97	1	-13	-4	17	99	-7	0
CCOC(=O)C1=C(c2ccccc2)NC(SCC(=O)Nc2cccc(C)c2)=C(C#N)C1c1ccco1 (centres undefined)	1.5	92	0	-7	2	-5	99	-40	2
Cc1ccc2c(c1)-c1c(cnn1CC(=O)NC(C)CCc1ccco1)CO2 (centres undefined)	3.6	119	0	-8	-3	20	106	5	-3
COc1ccc(NC2=CC(=O)CC(C)(C)C2)cc1OC	-0.4	93	0	2	5	12	101	-1	4
CC(=O)c1cccc(NC(=O)c2ccc3c(c2)OCO3)c1	-2.2	95	0	0	3	-3	97	-3	5
CCc1ccc(CN2CCN(C(=O)c3cccc(OC)c3OC)CC2)cc1	-4.2	94	2	-4	-1	3	100	-3	-2
Cc1ccc(OCC(=O)Nc2ccc(S(=O)(=O)Nc3cc(C)nc(C)n3)cc2)c(C)c1	-2.8	91	0	-8	-1	4	96	-1	6
CN(c1ccccc1C(=O)NCc1ccccn1)S(C)(=O)=O	-1.2	98	1	18	5	26	99	4	-2
